Screening data (PubChem BioAssay)
ANO1 activ: activators or potentiators of mouse TMEM16A chloride channel; HEK293 TMEM16A/YFP-H148Q/I152L, iodide quench fluorescence; stronger effect = lower value; actives 0.3% (n = 340,000); Q8BHY3; B-score at 10 µM; AID 623877;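 active = fluorescence-ratio B-score plate-corrected deviation score at least 3 library SD below zero, with starting fluorescence score within 5 deviations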;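 also: channel opened by trigger with iodide after compound preincubation; score built on the fluorescence ratio of max minus min over baseline; more negative score means more quench and so TMEM16A activation or potentiation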
HDAC3 inh: human HDAC3 inhibition. O15379. recombinant HDAC3, fluorogenic peptide/trypsin coupled, fluorescence. inhibition, % at 8.3 µM. actives 0.15% (n = 320,000); in the data active = inhibition above about 26%, passing the limit was not always enough; inconclusive = no clear call, values can overlap the other calls
Numbers without * were called inactive; i = inactive; ? = inconclusive.

Start of the data: the first 16 entries (preview)
SMILES | ANO1 activ | HDAC3 inh
CCOC(=O)[C@H]1[C@H]2COc3ccc(Cl)cc3[C@@H]2N2C(=O)[C@@H](C)NC(=O)[C@@]12C | i | -1
Cc1cc(NC(=O)c2ccoc2C)ccc1Br | i | -1
CC(NS(=O)(=O)c1ccc(Br)cc1)C(=O)Nc1nc2ccccc2[nH]1 (stereo unspecified) | i | 0
CCN(CC(=O)Nc1ccc2c(c1)OCCO2)C(=O)/C=C/c1cccc(C(F)(F)F)c1 | i | -3
O=C(COC(=O)COc1ccc(Cl)cc1)NC1CCCC1 | i | -6
O=C(/C=C/c1cc(Br)ccc1F)OCC(=O)N1CCCC1 | i | 4
Nc1nc(SCC(=O)N2CCN(c3ccc(F)cc3)CC2)n[nH]1 | i | -3
Cc1ccc2c(COC(=O)C3CSC4(C)CCC(=O)N34)cc(=O)oc2c1C (stereo unspecified) | i | -6
COc1ccc2ccn(C)c2c1 | i | -1
CCC1CCC2(CC1)NC(=O)N(CC(=O)Nc1cccc(S(=O)(=O)N(C)c3ccccc3)c1)C2=O (stereo unspecified) | i | 17
CCN(CC)S(=O)(=O)c1ccc(/C=C/C(=O)OCC(=O)NNC(=O)c2ccc(OC)cc2)cc1 | i | 3
Cc1ccc(OCCNC(=O)CCNS(=O)(=O)c2ccc3ccccc3c2)cc1 | i | 14
O=S(=O)(NC1CCC(NS(=O)(=O)c2c(F)cccc2F)CC1)c1ccc2c(c1)OCCO2 (stereo unspecified) | i | 3
COc1ccc(N2CCN(CCS(=O)(=O)c3cc(Cl)ccc3Cl)CC2)cc1 | i | -2
O=C(CN1C(=O)NC2(CCCCC2)C1=O)N1CCN(S(=O)(=O)c2ccc(Cl)s2)CC1 | i | 0
C[C@H](CO)N1C[C@H](C)[C@@H](CN(C)Cc2ccncc2)Oc2c(cccc2N(C)C)C1=O | i | 3

All compounds of this part, from the first entry:
SMILES | ANO1 activ | HDAC3 inh
CCOC(=O)[C@H]1[C@H]2COc3ccc(Cl)cc3[C@@H]2N2C(=O)[C@@H](C)NC(=O)[C@@]12C | i | -1
Cc1cc(NC(=O)c2ccoc2C)ccc1Br | i | -1
CC(NS(=O)(=O)c1ccc(Br)cc1)C(=O)Nc1nc2ccccc2[nH]1 (stereo unspecified) | i | 0
CCN(CC(=O)Nc1ccc2c(c1)OCCO2)C(=O)/C=C/c1cccc(C(F)(F)F)c1 | i | -3
O=C(COC(=O)COc1ccc(Cl)cc1)NC1CCCC1 | i | -6
O=C(/C=C/c1cc(Br)ccc1F)OCC(=O)N1CCCC1 | i | 4
Nc1nc(SCC(=O)N2CCN(c3ccc(F)cc3)CC2)n[nH]1 | i | -3
Cc1ccc2c(COC(=O)C3CSC4(C)CCC(=O)N34)cc(=O)oc2c1C (stereo unspecified) | i | -6
COc1ccc2ccn(C)c2c1 | i | -1
CCC1CCC2(CC1)NC(=O)N(CC(=O)Nc1cccc(S(=O)(=O)N(C)c3ccccc3)c1)C2=O (stereo unspecified) | i | 17
CCN(CC)S(=O)(=O)c1ccc(/C=C/C(=O)OCC(=O)NNC(=O)c2ccc(OC)cc2)cc1 | i | 3
Cc1ccc(OCCNC(=O)CCNS(=O)(=O)c2ccc3ccccc3c2)cc1 | i | 14
O=S(=O)(NC1CCC(NS(=O)(=O)c2c(F)cccc2F)CC1)c1ccc2c(c1)OCCO2 (stereo unspecified) | i | 3
COc1ccc(N2CCN(CCS(=O)(=O)c3cc(Cl)ccc3Cl)CC2)cc1 | i | -2
O=C(CN1C(=O)NC2(CCCCC2)C1=O)N1CCN(S(=O)(=O)c2ccc(Cl)s2)CC1 | i | 0

Single values from the list:
`CC(NS(=O)(=O)c1ccc(Br)cc1)C(=O)Nc1nc2ccccc2[nH]1` (stereo unspecified) in HDAC3 inh is entered as 0
`CCN(CC)S(=O)(=O)c1ccc(/C=C/C(=O)OCC(=O)NNC(=O)c2ccc(OC)cc2)cc1` in HDAC3 inh is entered as 3

Part of the list above, as labelled records:
Cc1ccc(OCCNC(=O)CCNS(=O)(=O)c2ccc3ccccc3c2)cc1
  ANO1 activ: i
  HDAC3 inh: 14
O=S(=O)(NC1CCC(NS(=O)(=O)c2c(F)cccc2F)CC1)c1ccc2c(c1)OCCO2 (stereo unspecified)
  ANO1 activ: i
  HDAC3 inh: 3

The listing continues:
SMILES | ANO1 activ | HDAC3 inh
C[C@H](CO)N1C[C@H](C)[C@@H](CN(C)Cc2ccncc2)Oc2c(cccc2N(C)C)C1=O | i | 3
CC(=O)Nc1sc(C)c(C)c1C(=O)OCC(=O)N(Cc1ccccc1)C(C)C | i | -2
c1ccc2c(-c3ccc(OCCN4CCCCC4)cc3)c(-c3ccsc3)sc2c1 | i | 7
Cn1c(SCC(=O)Nc2ccccc2Oc2ccccc2)nnc1C1CC1 | i | 1
CC(=O)c1c(C)[nH]c(C(=O)COC(=O)Cc2ccccc2F)c1C | i | 6
COc1cc(C(=O)COC(=O)c2ccncc2)cc(OC)c1OC | i | 2
Cc1ccc(S(=O)(=O)N2CCN(C3CC(=O)N(c4ccc(F)cc4)C3=O)CC2)cc1C (stereo unspecified) | i | -2
CCCOc1cc(C)c(S(=O)(=O)NCc2cccs2)cc1C | i | 1
Cc1cc(C)n2nc(SCC(=O)Nc3ccc(F)c(F)c3F)nc2n1 | i | 4
COC(=O)[C@]1(C)N[C@H](c2ccc(-c3ccc(OC)cc3)cc2)[C@@H]2C(=O)N(C)C(=O)[C@@H]21 | i | -2
CC(OC(=O)c1cc(S(=O)(=O)N2CCOCC2)ccc1Br)C(=O)N1CCOCC1 (stereo unspecified) | i | -9
O=C(Nc1cccc(S(=O)(=O)N2CCCCC2)c1)C1=NN(c2ccccc2)C(=O)CC1 | i | ?
O=C1CCC/C=C\C[C@@H](CC(=O)N(CCO)Cc2ccccc2)C(=O)N2CCC[C@H]2CO1 | i | -6
CN(C)CCOc1ccc(-c2c(-c3ccccc3)sc3ccccc23)cc1 | i | 7
C=CCn1c(SCC(=O)N(CC)C2CCS(=O)(=O)C2)nc2sc3c(c2c1=O)CCC3 (stereo unspecified) | i | 6

Going on with the list:
SMILES | ANO1 activ | HDAC3 inh
COc1ccc(N(C)S(=O)(=O)c2cccc(C(=O)OCC(=O)c3c(N)n(C)c(=O)n(C)c3=O)c2)cc1 | i | 4
COc1ccccc1OCC(=O)Nc1cc(S(=O)(=O)N2CCOCC2)ccc1N1CCCCC1 | i | -4
Cc1cccc(-n2ccnc2SCC(=O)c2c(N)n(C3CC3)c(=O)[nH]c2=O)c1C | i | 3
COc1ccc(CNC(=O)c2cccc(NC(=O)CC3SC(N4CCCCC4)=NC3=O)c2)cc1 (stereo unspecified) | i | 0
CC1CCN(c2ccc3c(c2)S(=O)(=O)c2cccc(C(=O)NC[C@@H]4CCCO4)c2C3=O)CC1 | i | 4
O=C(Nc1nccs1)c1ccc(COc2c(F)c(F)cc(F)c2F)o1 | i | 5
CC(=O)c1cccc(S(=O)(=O)N2CCC(C(=O)N(C)Cc3ccc(Cl)s3)CC2)c1 | i | 1
Cc1ccc(NC(=O)CN(C)C(=O)c2ccc(NS(=O)(=O)c3cccc([N+](=O)[O-])c3)cc2)cc1 | i | 3
COc1ccc(-c2sc3ccc(OC)cc3c2-c2ccc(OC)c(F)c2)cc1 | i | 2
COc1ccccc1C1=CC(=O)CC(C)(C)C1=O | i | 3
CCOc1ccccc1-n1c(SC(C)C(=O)NCC2CCCO2)nc2ccccc2c1=O (stereo unspecified) | i | -5
Cn1nc(C(=O)OCC(=O)Nc2ccc(F)cc2Cl)c2ccccc2c1=O | i | -2
CCOc1cc(N2CCOCC2)c(OCC)cc1NC(=O)COC(=O)c1ccc(Cl)nc1 | i | -6
COc1ccc(-n2nnnc2SC(C)C(=O)NC2CCCC2)cc1 (stereo unspecified) | i | 5
O=C(OCC(=O)N1CCCC1)c1cc2c(cc1[N+](=O)[O-])OCCO2 | i | -1

Later entries
SMILES | ANO1 activ | HDAC3 inh
COCCCN(C(=O)c1ccc2ccccc2n1)c1c(N)n(Cc2ccccc2)c(=O)[nH]c1=O | i | -3
CCN(C(=O)COC(=O)c1ccc(C=O)cc1)c1c(N)n(Cc2ccccc2)c(=O)[nH]c1=O | i | 2
COc1ccc(S(=O)(=O)N2CCN(c3nc(-c4cccnc4)nc4ccccc34)CC2)cc1 | i | 0
Cc1ccc2c(c1)C1CN(C)CCC1N2S(=O)(=O)c1ccccc1F (stereo unspecified) | i | 4
O=C(Nc1cc(S(=O)(=O)N2CCOCC2)ccc1N1CCOCC1)c1c(F)cccc1Cl | i | -8
Cc1nc(NC(=O)COC(=O)C2CC2C)c(Cl)cc1Cl (stereo unspecified) | i | -9
O=C(COC(=O)c1ccc2ncsc2c1)Nc1ccccc1Br | i | 1
CCOc1ccc2oc(C(=O)N(CCOC)c3c(N)n(CC(C)C)c(=O)[nH]c3=O)c(C)c2c1 | i | 3
O=C(OCC(=O)C12CC3CC(CC(C3)C1)C2)c1ccccc1O | i | -3
O=C(COC(=O)c1ccc([N+](=O)[O-])o1)Nc1ccc(N2CCOCC2)cc1 | i | -7
COc1ccccc1N(C)S(=O)(=O)c1ccc(Cl)c(C(=O)NCc2ccco2)c1 | i | 5
O=C(Cn1nc(C(=O)O)c2ccccc2c1=O)Nc1cc(Cl)ccc1-n1cncn1 | i | -1
COc1cccc(/C=C/C(=O)OCC(=O)NCCNC(=O)COC(=O)/C=C/c2cccc(OC)c2)c1 | i | -3
CCNC(=O)N(C)C[C@H]1N[C@@](C)(C(=O)OC)[C@H]2C(=O)N(Cc3ccccc3)C(=O)[C@@H]12 | i | -6

These rows are one share of the data; rates above refer to the full screens.
